Bioassay records: PubChem BioAssay, Sanford-Burnham Center for Chemical Genomics
hIAP activ – human IAP activation | P09923 | purified human IAP, CDP-Star luminescence, 30 min; stronger effect = higher value; 1 = vehicle-only enzyme, 0 = enzyme-free background | activation factor at 10 µM | 330,000 compounds, 0.16% hits;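 active = activation factor of the enzyme at least 2-fold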; note: the source names both 10 and 20 µM as test concentration; values of inactives mirror those of a sister screen read the other way
mIAP block – blocks mouse intestinal alkaline phosphatase. purified mouse IAP, CDP-Star luminescence, 30 min. inhibition, % at 10 µM. 330,000 compounds, 0.2% hits. AID 2806;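 active = inhibition of at least 40% at 10 µM in the primary screen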;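 note: plate controls were DMSO with enzyme for no effect and no enzyme wells for full effect; values of inactives mirror those of a sister screen read the other way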
APOBEC3G inh – APOBEC3G (human) deaminase inhibition | recombinant A3G, ssDNA deamination FAM/TAMRA fluorescence | inhibition, % at 20 µM | 330,000 compounds, 0.28% hits;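 active = inhibition of at least 40% at 20 µM, with no more than 30% in the related APOBEC3A deaminase screen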;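 note: plate controls were DMSO wells with A3G for no effect and wells lacking A3G enzyme for full effect; some compounds called inactive have numbers as strong as hits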
Target sequence (Q9HC16 whole entry, looked up): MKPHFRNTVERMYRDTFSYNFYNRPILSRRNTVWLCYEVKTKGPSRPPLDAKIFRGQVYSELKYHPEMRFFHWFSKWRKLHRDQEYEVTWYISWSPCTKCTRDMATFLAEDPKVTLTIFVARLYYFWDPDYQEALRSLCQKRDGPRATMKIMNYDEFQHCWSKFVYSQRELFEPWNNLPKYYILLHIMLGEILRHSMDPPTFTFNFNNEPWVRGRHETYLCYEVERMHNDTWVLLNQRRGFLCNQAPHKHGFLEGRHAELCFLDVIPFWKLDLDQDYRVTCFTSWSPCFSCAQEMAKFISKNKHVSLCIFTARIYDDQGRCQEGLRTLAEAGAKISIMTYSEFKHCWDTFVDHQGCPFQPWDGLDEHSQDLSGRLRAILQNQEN
APOBEC3A inh – inhibitors of human APOBEC3A DNA deaminase | recombinant A3A, FAM/TAMRA ssDNA deamination fluorescence | inhibition, % at 20 µM | 330,000 compounds, 0.41% hits | AID 493011;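 active = at least 40% inhibition at 20 µM here, with at most 30% in a related deaminase screen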;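 note: plate controls were A3A with DMSO for no effect and wells lacking A3A enzyme for full effect; some results filed as inactive read as strong as hits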
Target sequence (P31941 whole entry, looked up): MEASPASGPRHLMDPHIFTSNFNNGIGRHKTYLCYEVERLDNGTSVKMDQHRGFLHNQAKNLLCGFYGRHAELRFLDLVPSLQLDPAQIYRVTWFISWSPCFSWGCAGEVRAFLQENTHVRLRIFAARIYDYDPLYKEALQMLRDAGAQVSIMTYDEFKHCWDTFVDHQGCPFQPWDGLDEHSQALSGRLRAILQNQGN
NALP3 yeast inh – inhibitors of NALP3 inflammasome in yeast; Yeast reconstituted NLRP3/ASC/caspase-1, beta-gal luminescence, 24 h; inhibition, % at 10 µM; 330,000 compounds, 0.39% hits;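 active = inhibition of 50% or more; inactive = inhibition below 50%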;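 note: plate controls were induced DMSO wells for no effect and uninduced yeast grown without galactose for full effect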
SENP1 inh – blocks the human SENP1 SUMO protease catalytic domain | inhibition, % at 10 µM | 360,000 compounds, 0.21% hits | Q9P0U3 | AID 624204 | recombinant SENP1 catalytic domain, CyPet-SUMO1-YPet FRET cleavage;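 active = inhibition at least 30% at 10 µM, raw YFP signal under a set limit, fluorescence ratio 0.5 to 1.5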;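 note: 0% = enzyme with DMSO and 100% = no enzyme wells; some results filed as inactive read as strong as hits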
Target sequence (Q9P0U3 419-644 limits assumed): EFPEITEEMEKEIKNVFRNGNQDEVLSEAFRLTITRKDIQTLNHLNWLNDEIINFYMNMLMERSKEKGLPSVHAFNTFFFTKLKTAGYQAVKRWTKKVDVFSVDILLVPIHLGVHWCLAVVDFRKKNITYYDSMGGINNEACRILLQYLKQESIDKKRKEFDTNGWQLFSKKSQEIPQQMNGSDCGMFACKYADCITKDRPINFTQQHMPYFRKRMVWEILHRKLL
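Material – human SENP1 catalytic domain · Input – SENP1 enzyme, 20 pM final · Compound dosing – single concentration of 10 µM compound, 0.5% DMSO final · Timing – enzyme reaction for 50 min at room temperature, dark · Measured by – FRET fluorescence in CFP and YFP emission channels · Control set – no-enzyme wells low, DMSO-plus-enzyme wells high control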
mIAP act – mouse IAP activation; activation factor at 10 µM; muIAP, CDP-Star luminescence, 30 min; stronger effect = higher value; 1 = vehicle-only enzyme signal, 0 = enzyme-free wells; 330,000 compounds, 0.24% hits;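 active = activation factor of at least 2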; note: the source names both 10 and 20 µM as test concentration; values of inactives mirror those of a sister screen read the other way
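System: mouse IAP enzyme. Reagent: CDP-Star chemiluminescent phosphatase substrate. Benchmarks: DMSO wells, no-enzyme wells. Times: 30 min enzyme-substrate-compound incubation at room temperature. Detection: luminescence from enzymatic CDP-Star hydrolysis. Doses: test compounds delivered from DMSO solution.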
MIN6 prolif – induces beta-cell replication in MIN6 cells. MIN6 cells proliferation, ATPlite luminescence, 48 h; cells starved in 0.2% serum; 100% = growth in 10% serum. 330,000 compounds, 0.29% hits. AID 2380. proliferation, % at 10 µM;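 active = compounds whose signal lies at least 3.5 SD above the mean of all wells on their plate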;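 note: 0% = DMSO-treated cells in low-serum medium and 100% = 10% serum control; some compounds called inactive have numbers as strong as hits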
hIAP block – human IAP inhibition; P09923; purified IAP, CDP-Star luminescence, 30 min; inhibition, % at 10 µM; 330,000 compounds, 0.12% hits;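 active = inhibition reaching a set limit with compound at 10 µM in the primary screen, cut at about 35% in these data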;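 note: plate controls were DMSO wells with enzyme for no effect and no-enzyme buffer wells for full effect; values of inactives mirror those of a sister screen read the other way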
An asterisk follows results filed as active. This is a subset; rates above refer to the full screens.

Cc1cccc(NC(=S)NNC(=O)c2cccc([N+](=O)[O-])c2)c1 was read as hIAP activ 0.948, mIAP block 6.0, APOBEC3G inh -1.2, APOBEC3A inh -2.4, NALP3 yeast inh 39.1, SENP1 inh 2.5, mIAP act 0.94, MIN6 prolif 3.3 and hIAP block 5.2.
`CN(C)S(=O)(=O)c1cccc(NC(=S)N/N=C/C(c2ccccc2)c2ccccc2)c1` gave hIAP activ 1.1, mIAP block -29.7, APOBEC3G inh -9.4, APOBEC3A inh -4.7, NALP3 yeast inh -24.6, SENP1 inh -1.7, mIAP act 1.3, MIN6 prolif -2.9 and hIAP block -10.4.
`CC(C)(C)n1cnc2cc(NC(=O)c3ccccc3)ccc21` gave hIAP activ 0.999, mIAP block -4.7, APOBEC3G inh -0.8, APOBEC3A inh -4.2, NALP3 yeast inh 6.0, SENP1 inh 1.5, mIAP act 1.05, MIN6 prolif -5.0 and hIAP block 0.1.
Cc1cc2cc(CNC(=O)c3ccc(Br)o3)ccc2[nH]1 was read as hIAP activ 1, mIAP block 26.8, APOBEC3G inh 23.4, APOBEC3A inh 15.0, NALP3 yeast inh 17.7, SENP1 inh -13.1, mIAP act 0.732, MIN6 prolif -3.0 and hIAP block -0.1.
O=C(NCc1ccccc1)c1onc(CSc2ccc(F)c(F)c2)c1C(=O)NCc1ccccc1 was read as hIAP activ 1.04, mIAP block 0.8, APOBEC3G inh -2.2, APOBEC3A inh 3.9, NALP3 yeast inh 5.8, SENP1 inh 3.5, mIAP act 0.992, MIN6 prolif -6.5 and hIAP block -3.6.
OC(COc1ccc2ccccc2c1Br)Cn1ccnc1 (stereo not given) was read as hIAP activ 1.06, mIAP block 12.3, APOBEC3G inh -5.0, APOBEC3A inh -3.7, NALP3 yeast inh 8.7, SENP1 inh -3.1, mIAP act 0.877, MIN6 prolif -1.9 and hIAP block -6.5.
CC(C)C(C(=O)O)N1C(=O)/C(=C/C=C/c2ccco2)SC1=S (stereo not given) was read as hIAP activ 1.11, mIAP block 65.9*, APOBEC3G inh 93.1, APOBEC3A inh 99.2, NALP3 yeast inh 11.5, SENP1 inh 25.1, mIAP act 0.341, MIN6 prolif -3.5 and hIAP block -11.0.
Screening Cn1c(S(=O)(=O)Cc2ccc(Cl)cc2)nc2ccccc21 returned hIAP activ 1.05, mIAP block 2.1, APOBEC3G inh -0.4, APOBEC3A inh -1.6, NALP3 yeast inh -7.4, SENP1 inh 1.7, mIAP act 0.979, MIN6 prolif -1.5 and hIAP block -4.9.
Cc1ccc(C)c(NC(=S)N2CCC(c3nc4ccccc4s3)CC2)c1 was read as hIAP activ 0.971, mIAP block 0.3, APOBEC3G inh -1.0, APOBEC3A inh 3.3, NALP3 yeast inh -6.0, SENP1 inh 0.7, mIAP act 0.997, MIN6 prolif -3.4 and hIAP block 2.9.
`CCCCn1c(N)c(N2CCOCC2)c(=O)n(CC(=O)NC(C)c2ccccc2)c1=O` (stereo not given) gave hIAP activ 1.1, mIAP block 13.9, APOBEC3G inh 8.1, APOBEC3A inh 0.5, NALP3 yeast inh 5.4, SENP1 inh -4.8, mIAP act 0.861, MIN6 prolif -0.3 and hIAP block -10.1.
For Cc1cc(C)cc(N(CC(=O)NC2CCC(C)CC2)S(=O)(=O)c2c(C)[nH]c(=O)[nH]c2=O)c1 (stereo not given) the results were hIAP activ 1.09, mIAP block -7.1, APOBEC3G inh -3.8, APOBEC3A inh -1.2, NALP3 yeast inh 10.1, SENP1 inh 0.7, mIAP act 1.07, MIN6 prolif -2.4 and hIAP block -8.9.
`COc1cc(C(O)P(=O)(OC(C)C)OC(C)C)cc(OC)c1OC` (stereo not given) gave hIAP activ 0.853, mIAP block 14.4, APOBEC3G inh 0.3, APOBEC3A inh 1.7, NALP3 yeast inh 6.7, SENP1 inh 2.2, mIAP act 0.856, MIN6 prolif 0.0 and hIAP block 14.7.
For CCC(=O)c1cn(CC(=O)Nc2cccc(C)c2)c2ccccc12 the results were hIAP activ 0.979, mIAP block -11.1, APOBEC3G inh -3.6, APOBEC3A inh -3.5, NALP3 yeast inh 20.6, SENP1 inh 0.8, mIAP act 1.11, MIN6 prolif -1.7 and hIAP block 2.1.
For Cc1cc(C)n(Cc2ccc(NC(=O)c3nn(C)cc3[N+](=O)[O-])cc2)n1 the results were hIAP activ 0.867, mIAP block 10.7, APOBEC3G inh -1.3, APOBEC3A inh -1.3, NALP3 yeast inh 7.0, SENP1 inh -2.7, mIAP act 0.893, MIN6 prolif -0.6 and hIAP block 13.3.
`O=C(NC(=S)Nc1ccccc1N1CCCC1)c1ccc(-c2cccc([N+](=O)[O-])c2)o1` gave hIAP activ 1.06, mIAP block 9.0, APOBEC3G inh 1.0, APOBEC3A inh 6.2, NALP3 yeast inh 6.6, SENP1 inh -24.8, mIAP act 0.91, MIN6 prolif 5.7 and hIAP block -6.0.
Screening COc1nc(NCC(C)C)nc(Oc2ccc(=O)n(-c3ccccc3)n2)n1 returned hIAP activ 0.844, mIAP block 0.0, APOBEC3G inh -7.8, APOBEC3A inh -6.2, NALP3 yeast inh -6.7, SENP1 inh 4.0, mIAP act 1, MIN6 prolif 5.7 and hIAP block 15.6.
Cn1c(C(C#N)C2=C(Cl)C(=O)N(c3ccccc3)C2=O)nc2ccccc21 (stereo not given) was read as hIAP activ 0.811, mIAP block 15.1, APOBEC3G inh -0.5, APOBEC3A inh 25.6, NALP3 yeast inh 16.0, mIAP act 0.849, MIN6 prolif -4.0 and hIAP block 18.9.
For Cc1nn(CC(=O)Nc2ccc(C(=O)N3CCCC3)cc2)c(=O)c2ccccc12 the results were hIAP activ 0.998, mIAP block 12.4, APOBEC3G inh 2.4, APOBEC3A inh 3.0, NALP3 yeast inh 4.8, SENP1 inh 1.4, mIAP act 0.876, MIN6 prolif -2.7 and hIAP block 0.2.
`O=C(CCN1C(=O)/C(=C/c2ccccc2F)SC1=S)NCCCn1ccnc1` gave hIAP activ 0.944, mIAP block 4.9, APOBEC3G inh 0.8, APOBEC3A inh -3.6, NALP3 yeast inh 7.2, SENP1 inh 1.5, mIAP act 0.951, MIN6 prolif 0.8 and hIAP block 5.6.
Screening CCOC(=O)C(NC(C)=O)(Nc1ccc(S(N)(=O)=O)cc1)C(F)(F)F (stereo not given) returned hIAP activ 1.01, mIAP block 2.9, APOBEC3G inh -2.9, APOBEC3A inh 1.6, NALP3 yeast inh 14.7, SENP1 inh -0.2, mIAP act 0.971, MIN6 prolif 0.0 and hIAP block -1.5.
Screening COCC(=O)N1CCC(Oc2ccc(C(=O)NC(C)c3csc(C)n3)cc2)CC1 (stereo not given) returned hIAP activ 0.877, mIAP block 1.4, APOBEC3G inh -1.0, APOBEC3A inh -1.2, NALP3 yeast inh 7.2, SENP1 inh 1.7, mIAP act 0.986, MIN6 prolif -0.8 and hIAP block 12.3.
CCc1nnc(NC(=O)CSc2nc3c(C)cccc3[nH]2)s1 was read as hIAP activ 0.998, mIAP block 7.4, APOBEC3G inh -0.7, APOBEC3A inh 0.0, NALP3 yeast inh 14.2, SENP1 inh -0.3, mIAP act 0.926, MIN6 prolif -2.3 and hIAP block 0.2.
`COc1ccc(C(=O)OCCNC(=O)c2ccncc2)cc1OC` gave hIAP activ 0.834, mIAP block 0.5, APOBEC3G inh -5.3, APOBEC3A inh -4.5, NALP3 yeast inh -1.2, SENP1 inh -1.4, mIAP act 0.995, MIN6 prolif 0.0 and hIAP block 16.6.
Cc1cccn2cc(CNc3ccccc3)nc12 was read as hIAP activ 1.19, mIAP block -6.1, APOBEC3G inh -1.6, APOBEC3A inh -0.4, NALP3 yeast inh 20.3, SENP1 inh -37.2, mIAP act 1.06, MIN6 prolif -3.4 and hIAP block -18.7.
Screening COc1ccccc1-c1noc(-c2ccccc2C(=O)N2CCOCC2)n1 returned hIAP activ 0.95, mIAP block -10.7, APOBEC3G inh 7.9, APOBEC3A inh 2.2, NALP3 yeast inh 18.4, SENP1 inh 2.3, mIAP act 1.11, MIN6 prolif 1.7 and hIAP block 5.0.
`CCNc1nc(NC(C)C)nc(SCCOc2ccc(C)cc2)n1` gave hIAP activ 1.03, mIAP block 8.0, APOBEC3G inh -3.8, APOBEC3A inh -0.1, NALP3 yeast inh 22.9, SENP1 inh 3.9, mIAP act 0.92, MIN6 prolif -2.0 and hIAP block -2.8.
`O=C(Nc1ccc(-c2cn3c(n2)SCC3)cc1)c1ccc2c(c1)OCO2` gave hIAP activ 1.01, mIAP block 3.9, APOBEC3G inh -13.4, APOBEC3A inh 1.4, NALP3 yeast inh -3.2, SENP1 inh -4.9, mIAP act 0.961, MIN6 prolif -2.5 and hIAP block -1.4.
`NS(=O)(=O)c1ccc(CNC(=O)c2csc3c2CCCC3)cc1` gave hIAP activ 0.877, mIAP block 3.4, APOBEC3G inh -5.1, APOBEC3A inh -3.1, NALP3 yeast inh 7.8, SENP1 inh 0.0, mIAP act 0.966, MIN6 prolif -2.0 and hIAP block 12.3.
Screening Brc1ccc(Oc2nnnn2-c2ccccc2)cc1 returned hIAP activ 0.999, mIAP block -5.5, APOBEC3G inh -13.2, APOBEC3A inh -3.4, NALP3 yeast inh -3.3, SENP1 inh 3.7, mIAP act 1.05, MIN6 prolif 2.5 and hIAP block 0.1.
CC1(C)OC(=O)C(=CNC(CCC(N)=O)C(=O)O)C(=O)O1 (stereo not given) was read as hIAP activ 1.05, mIAP block 10.0, APOBEC3G inh 0.5, APOBEC3A inh -1.2, NALP3 yeast inh 8.5, SENP1 inh -1.2, mIAP act 0.9, MIN6 prolif -3.8 and hIAP block -4.9.
CCOC(=O)Cc1csc(NC(=O)CSc2nnc(-n3nc(C)cc3C)c3ccccc23)n1 was read as hIAP activ 0.92, mIAP block 8.7, APOBEC3G inh -7.8, APOBEC3A inh -2.8, NALP3 yeast inh 2.9, SENP1 inh 1.3, mIAP act 0.913, MIN6 prolif -1.2 and hIAP block 8.0.
`O=C1C2CCCN2C(c2ccco2)N1c1ccc(F)cc1` (stereo not given) gave hIAP activ 1.08, mIAP block 1.7, APOBEC3G inh -4.1, APOBEC3A inh 4.7, NALP3 yeast inh -5.5, SENP1 inh -0.1, mIAP act 0.983, MIN6 prolif -2.9 and hIAP block -8.3.
For CC(=O)c1cn(C)c(=O)c2ccccc12 the results were hIAP activ 1.05, mIAP block -4.2, APOBEC3G inh 2.7, APOBEC3A inh 2.9, NALP3 yeast inh 14.8, SENP1 inh -0.1, mIAP act 1.04, MIN6 prolif -2.7 and hIAP block -5.5.
`O=C(N/C(=C/c1cccs1)C(=O)N1CCCC1)c1ccccc1` gave hIAP activ 0.887, mIAP block 3.8, APOBEC3G inh -1.8, APOBEC3A inh 0.8, NALP3 yeast inh 8.6, SENP1 inh -0.8, mIAP act 0.962, MIN6 prolif 2.2 and hIAP block 11.3.
